# RXFP1 ag: RXFP1 (human) receptor agonism; 370,000 compounds, 0.3% hits; Potency, µM (series often up to 57.5 µM), inactives show at the highest dose activation, hits mostly activators; AID 2676; HEK293T-RXFP1 cAMP TR-FRET, 30 min; response scale: percent of porcine relaxin response, buffer zero; Q9HBX9; active = well fitted activation curve with a large enough effect; inconclusive = small, poorly fitted or top-dose-only effect; note: potency is the fitted concentration of half-maximal effect; % is set by controls: 0 for no effect and ±100 for the full control effect; nearly all actives have a fitted effect of over 60% in size; many of its hits are not listed in these tables
#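 HEK293 cells stably expressing RXFP1, treated 30 min at 37C with compounds plus PDE4 inhibitor Ro 20174; cAMP measured by HTRF TR-FRET. Normalized to buffer and 29 nM porcine relaxin; EC50 by Hill fit.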
# RXFP1 antagonist: blocks the human relaxin receptor RXFP1; HEK293-RXFP1, relaxin-stimulated cAMP HTRF, 30 min; active compounds read low; Q9HBX9; activity change, negative = inhibition, % at 57.5 µM; 350,000 compounds, 0.59% hits;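 active = activity change of -60% or lower, but not beyond a set lower limit; inconclusive = change between -60% and -40%, or beyond the set limit; inactive = change above -40%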; note: % is set by controls: 0 for no effect and ±100 for the full control effect
# D2 potentiator: positive allosteric modulators of human D2 dopamine receptor. HEK293 T-REx D2, calcium flux, EC20 dopamine potentiation. AID 485347. 340,000 compounds, 0.34% hits. potentiation, % at 10 µM;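 active = potentiation over 3 SD above the plate norm, cut at about 30% in these data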; note: 0% is about no effect
# Target sequence (P14416 whole entry, looked up): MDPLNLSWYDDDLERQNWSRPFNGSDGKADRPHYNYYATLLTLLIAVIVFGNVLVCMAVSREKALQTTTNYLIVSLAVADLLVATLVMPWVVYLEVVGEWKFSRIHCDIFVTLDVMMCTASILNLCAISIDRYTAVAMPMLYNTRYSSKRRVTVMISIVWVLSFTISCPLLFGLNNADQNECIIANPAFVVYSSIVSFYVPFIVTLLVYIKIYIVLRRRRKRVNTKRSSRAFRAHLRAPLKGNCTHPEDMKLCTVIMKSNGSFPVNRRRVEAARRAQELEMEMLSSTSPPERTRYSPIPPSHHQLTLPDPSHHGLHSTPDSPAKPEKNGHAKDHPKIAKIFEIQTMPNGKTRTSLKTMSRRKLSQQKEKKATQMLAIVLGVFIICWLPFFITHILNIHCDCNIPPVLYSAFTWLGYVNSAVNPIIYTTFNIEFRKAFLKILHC
#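 Potentiation of an EC20 dopamine calcium response measured kinetically over 180 s, after a preceding 180 s compound-only read flagging agonists. Cells: inducible Hek293 Trex D2 line, 4000/well, cultured overnight at 30 C before dye loading.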
# D1 PAM: enhances dopamine response at the human D1 receptor; HEK293 TREx D1 cells, calcium flux, dopamine EC20 potentiation; potentiation, % at 10 µM; 360,000 compounds, 0.036% hits; AID 504651; in the data active = potentiation above about 30%; note: 0% is about no effect
# D1 antagonist: blocks dopamine activation of the human D1 receptor | 360,000 compounds, 3.2% hits | AID 504652 | HEK293 TREx D1 cells, calcium flux, dopamine EC80; active compounds read low | P21728 | activity change, negative = inhibition, % at 10 µM; in the data active = activity change below about -30%; note: % is set by controls: 0 for no effect and ±100 for the full control effect
#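 Tetracycline-induced HEK293 T-REx cells with force-coupled D1 receptor were loaded with a no-wash calcium dye. Compound was added after a 10 s baseline and read kinetically for 180 s; EC80 dopamine was then added and calcium flux followed another 180 s.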
# D2 antag: antagonists of human D2 dopamine receptor. HEK293 TREx D2 cells, calcium flux, dopamine EC80. P14416. 340,000 compounds, 2% hits. inhibition, % at 10 µM; in the data active = inhibition above about 30%; note: 0% is about no effect
#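 Dopamine at EC80 is the agonist stimulus; test compounds precede it by 180 s. Calcium flux read kinetically in a force-coupled, inducible HEK293 T-REx D2 cell line.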
# D1 agonist: human D1 receptor agonism; P21728; HEK293 T-REx D1 cells, calcium flux, agonist mode; activation, % at 2 µM; 360,000 compounds, 1% hits; AID 504660; in the data active = activation above about 30%; note: 0% is about no effect
#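 Inducible HEK293 T-REx D1 cells, force-coupled to calcium signalling, were plated at 4000 cells/well with tetracycline and held overnight at 30 C. After no-wash calcium dye loading, compound-evoked calcium rise over 180 s flagged agonists.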
# TRHR enhancer: allosteric enhancers of human TRH receptor | TRHR cells, fluo-8 calcium fluorescence, EC20 TRH enhancement | enhancement, % at 2 µM | 360,000 compounds, 0.66% hits; in the data active = enhancement above about 30%; note: 0% is about no effect
# Target sequence (P34981 whole entry, looked up): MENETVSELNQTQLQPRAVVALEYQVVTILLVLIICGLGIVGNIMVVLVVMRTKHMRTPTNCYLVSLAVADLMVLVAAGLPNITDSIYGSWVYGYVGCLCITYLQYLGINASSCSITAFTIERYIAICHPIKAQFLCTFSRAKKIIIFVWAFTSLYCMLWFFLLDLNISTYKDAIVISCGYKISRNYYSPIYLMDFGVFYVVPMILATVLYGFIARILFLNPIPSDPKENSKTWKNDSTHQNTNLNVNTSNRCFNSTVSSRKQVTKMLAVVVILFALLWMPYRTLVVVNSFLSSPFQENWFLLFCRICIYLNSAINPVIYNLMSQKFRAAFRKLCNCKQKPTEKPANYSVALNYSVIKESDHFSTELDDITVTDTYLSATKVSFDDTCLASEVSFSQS
#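 TRHR-expressing cells loaded with fluo-8 calcium dye were read kinetically (ex 480/em 530) during compound addition, then stimulated with an EC20 of TRH (10 nM final). Enhancement of the Gq-mediated intracellular calcium response was scored.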
# D2 ag: activates the human D2 dopamine receptor. AID 485358. 340,000 compounds, 0.53% hits. HEK293 T-REx D2 cells, calcium flux agonist mode. activation, % at 2 µM. P14416;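 active = activation over 3 SD above normal in the single-dose calcium agonist read, cut at about 30% in these data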; note: 0% is about no effect
#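 In this primary screen, compounds producing a positive calcium signal within 180 s of addition to tetracycline-induced, force-coupled HEK293 Trex D2 cells are flagged; cells are dye-loaded with a no-wash calcium kit beforehand.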
# Active calls of the source: *; ? = inconclusive; nt = not tested or not shown. Not all compounds are listed; rates above refer to the full screens.
nr	Structure	RXFP1 ag	RXFP1 antagonist	D2 potentiator	D1 PAM	D1 antagonist
1	CS(=O)(=O)N1CCc2cc(S(=O)(=O)Nc3ccc4c(c3)OCCO4)ccc21	1.9%	-2	-3	-6	-20
2	O=C(NCc1ccco1)c1cc(C(=O)C2CCCCC2)c[nH]1	0.6%	2	3	-1	9
3	CCC1CN(C(=O)N2CCC(C(=O)NCc3cccc(F)c3)CC2)c2cc(C)ccc2O1 (stereo not given)	-0.2%	-25	2	-2	3
4	CCOc1ccc(CN(C(=O)c2cc(=O)c3cc(Cl)ccc3o2)C2CCS(=O)(=O)C2)cc1 (stereo not given)	0.5%	-18	9	0	8
5	COc1ccc(CCNC(=O)CCc2c(C)c3cc4c(C)coc4c(C)c3oc2=O)cc1OC	0.6%	-1	8	0	-3
6	O=C(NNC(=O)c1cc(-c2ccco2)nc2ccccc12)c1ccccc1	0.1%	-5	nt	3	7
7	CCCN(CC1CC1)C(=O)CSc1ncnc2sc(C)c(C)c12	-1.1%	6	7	-2	-13
8	CN(CC(=O)NC1CCCCCC1)S(=O)(=O)c1ccc2c(c1)n(C)c(=O)c(=O)n2C	6.6%	nt	nt	nt	13

nr	D2 antag	D1 agonist	TRHR enhancer	D2 ag
1	10	13	-1	-1.0
2	-18	0	-9	-0.2
3	nt	4	-14	0.4
4	nt	6	-4	-1.4
5	nt	4	2	0.6
6	nt	0	-2	nt
7	-7	1	0	0.2
8	nt	3	8	nt

# More structures
nr	Structure	RXFP1 ag	RXFP1 antagonist	D2 potentiator	D1 PAM	D1 antagonist
9	CCCCCN=C(C)c1c(O)c2ccccc2oc1=O	0.0%	-5	0	-1	3
10	COc1ccc(N2C(=O)/C(=C/c3ccc([N+](=O)[O-])cc3)N=C2C)c(OC)c1	-1.3%	2	11	2	-5
11	COc1cccc(/C=C2/C(=O)NN(c3ccc(C)c(C)c3)C2=O)c1	4.2%	-14	6	1	-18
12	O=C(COc1coc(CN2CCN(c3ccccc3F)CC2)cc1=O)NCC1CCCO1 (stereo not given)	1.2%	-6	nt	-6	14
13	O=C(CCCN1C(=O)c2ccccc2C1=O)OC1CSCC1NC(=O)c1ccccc1 (stereo not given)	2.3%	-8	9	-7	-8
14	CN(C)c1ccc(N2C(=NC(=O)c3ccccc3)SC3CS(=O)(=O)CC32)cc1 (stereo not given)	-0.6%	-8	nt	0	9
15	NC(=O)CCn1c(=O)oc2ccccc21	2.6%	-5	2	-4	5
16	COc1ccc(-c2nc(N)ncc2-c2ccccc2OC)c(O)c1	-3.6%	-13	10	-8	-11

nr	D2 antag	D1 agonist	TRHR enhancer	D2 ag
9	0	1	11	-1.0
10	-3	13	6	0.4
11	2	2	-1	4.2
12	nt	4	7	nt
13	-3	1	-7	1.7
14	nt	2	3	nt
15	3	-1	0	-0.1
16	-3	0	-4	0.3

# More compounds.
nr	Structure	RXFP1 ag	RXFP1 antagonist	D2 potentiator	D1 PAM	D1 antagonist
17	S=c1[nH]c2ccccc2n2c(=S)[nH]nc12	-13%	nt	9	-4	2
18	CCc1ccc(NC(=O)Cn2c(=O)oc3cc(S(=O)(=O)N4CCCCCC4)ccc32)cc1	-1.2%	-19	-4	-2	-24
19	CCSc1nc2sc3c(c2c(=O)n1-c1ccc(C)cc1)CCCC3	-0.7%	7	0	1	6
20	COc1cc2ccccc2cc1C(=O)NC(=S)Nc1cc(C(=O)O)ccc1C	-2.1%	-30	1	-5	-20
21	CC(C)N(Cc1ccccc1)S(=O)(=O)c1ccc(N2CCCCS2(=O)=O)cc1	1.3%	-7	-6	0	-12
22	O=C(Cn1ncc2c3ccccc3n(Cc3cccc(Cl)c3)c2c1=O)NCCC1=CCCCC1	1.8%	2	1	0	6
23	Cc1c(C(=O)NCc2cccc(Cl)c2)sc2nc[nH]c(=O)c12	5.0%	-14	-5	-3	-28
24	COCCCn1c(=O)c2sccc2n(Cc2cc(C(=O)OC)ccc2OC)c1=O	0.4%	2	8	-4	-9

nr	D2 antag	D1 agonist	TRHR enhancer	D2 ag
17	4	3	3	0.3
18	nt	13	15	0.1
19	nt	-3	-5	nt
20	3	1	-4	-0.6
21	nt	5	-1	-1.2
22	nt	4	2	nt
23	nt	3	-2	0.2
24	13	2	-1	0.0

# Going on with the list:
nr	Structure	RXFP1 ag	RXFP1 antagonist	D2 potentiator	D1 PAM	D1 antagonist
25	Cc1ccc2c(c1)N(C(=O)CCC(=O)NCc1ccccn1)CC(C)O2 (stereo not given)	4.4%	4	6	0	21
26	CC(Nc1nc(N2CCNCC2)nc2ccccc12)c1ccccc1 (stereo not given)	0.2%	-35	-7	-11	-54*
27	O=C(CN(c1ccccn1)S(=O)(=O)c1ccccc1)N/N=C/c1cccc([N+](=O)[O-])c1	-0.3%	-5	-21	-11	-1
28	COc1ccc(OC)c(S(=O)(=O)N2c3cc(F)ccc3CCC2C)c1 (stereo not given)	2.3%	10	13	-6	-5
29	CCOC(=O)c1[nH]c2ccc(OC)cc2c1NC(=S)N1CCN(c2ccccc2OC)CC1	-2.0%	-4	2	2	7
30	COc1ccc(C2/C=C\CN(S(=O)(=O)/C=C/c3ccccc3)CC(=O)N2Cc2ccc(F)cc2)cc1 (stereo not given)	2.1%	nt	9	-5	-36*
31	O=C(CSc1nnc(CNC(=O)c2ccccc2)n1-c1ccc(F)cc1)Nc1ccccc1F	1.8%	0	-8	-5	-17
32	C1=C[C@@H]2CCN(Cc3ccccc3)Cc3cccc(c32)C1	-1.5%	nt	-15	-1	-5

nr	D2 antag	D1 agonist	TRHR enhancer	D2 ag
25	-10	1	-1	-0.5
26	-22	3	-6	-0.6
27	0	0	-11	-0.1
28	-11	2	1	0.3
29	8	1	-3	0.1
30	-10	16	-2	0.0
31	nt	1	1	0.4
32	6	0	3	0.5

# Next entries follow.
nr	Structure	RXFP1 ag	RXFP1 antagonist	D2 potentiator	D1 PAM	D1 antagonist
33	CCN(CC)S(=O)(=O)c1ccc(S(=O)(=O)NCc2cccs2)cc1	-0.6%	-4	7	-4	-11
34	COc1ccccc1/C=C/C=N/NC(=O)c1ccc2nc[nH]c2c1	-0.7%	nt	nt	-3	5
35	Cc1oc2cc3oc(=O)c(CCC(=O)NC4CC4)c(C)c3cc2c1C	2.6%	nt	-4	7	-7
36	Cc1ccc(C(=O)Nc2cc(=O)n(C)c(=O)n2C)cc1C	1.8%	nt	10	4	5
37	C/C(=N\Nc1ccc(S(=O)(=O)N2CCOCC2)cc1[N+](=O)[O-])C(C)C	2.4%	8	2	-7	6
38	CCCCc1nc2ccccc2c(NC(=O)CN2CCN(C)CC2)c1CCC	4.1%	nt	0	0	7
39	O=S1(=O)NC(=NCCc2ccccn2)c2ccccc21	2.3%	7	-5	-3	-5
40	COC(=O)c1ccc(N(CC(=O)NC2CCCC2)C(=O)c2ccc(C)s2)cc1	-2.5%	-15	14	-3	4

nr	D2 antag	D1 agonist	TRHR enhancer	D2 ag
33	-11	8	-11	0.1
34	-6	2	1	0.1
35	-31	2	0	0.9
36	1	4	0	0.5
37	18	0	-4	-3.6
38	1	3	4	0.9
39	23	1	1	-0.2
40	-4	0	-2	-0.4

# In the list so far, three contain a Cl atom.
nr	Structure	RXFP1 ag	RXFP1 antagonist	D2 potentiator	D1 PAM	D1 antagonist
4	CCOc1ccc(CN(C(=O)c2cc(=O)c3cc(Cl)ccc3o2)C2CCS(=O)(=O)C2)cc1 (stereo not given)	0.5%	-18	9	0	8
22	O=C(Cn1ncc2c3ccccc3n(Cc3cccc(Cl)c3)c2c1=O)NCCC1=CCCCC1	1.8%	2	1	0	6
23	Cc1c(C(=O)NCc2cccc(Cl)c2)sc2nc[nH]c(=O)c12	5.0%	-14	-5	-3	-28

nr	D2 antag	D1 agonist	TRHR enhancer	D2 ag
4	nt	6	-4	-1.4
22	nt	4	2	nt
23	nt	3	-2	0.2

# The list continues:
nr	Structure	RXFP1 ag	RXFP1 antagonist	D2 potentiator	D1 PAM	D1 antagonist
41	CCc1ccc(-n2c(=O)c3c4c(sc3n(CC(=O)N3CCC(C)CC3)c2=O)CCC4)cc1	5.1%	nt	-3	0	3
42	Cc1cccc(C#N)c1NC1=CC(=O)CC(C)(C)C1	0.5%	6	-9	0	-17
43	COc1ccc(CNC(=O)c2cc3c(-c4ccccc4F)nn(C)c3s2)c(OC)c1	5.5%	-21	-4	3	9
44	COc1cccc2[nH]c(C(=O)NCc3ccccc3)cc12	1.4%	3	-28	-5	-3
45	O=C1C(=O)N(CCCN2CCOCC2)C(c2ccc(Cl)cc2)/C1=C(\O)c1ccc2c(c1)OCCO2 (stereo not given)	?	29	-6	-13	-12
46	COc1ccc(-c2nc(CS(=O)CC(=O)NCc3ccccc3)c(C)o2)cc1OC (stereo not given)	0.5%	-10	1	-3	6
47	CCN1CCN(C(c2cccc(F)c2)c2c(O)cc(C)n(CCOC)c2=O)CC1 (stereo not given)	7.1%	-8	9	0	3
48	CCCOc1ccc(-c2c(C(=O)N/N=C/c3ccc(OC)cc3)nnn2-c2nonc2N)cc1	-0.1%	-4	8	10	-21

nr	D2 antag	D1 agonist	TRHR enhancer	D2 ag
41	nt	-2	1	-0.1
42	-6	6	4	-1.1
43	nt	22	-1	-0.8
44	42*	1	-4	-1.7
45	-7	2	-6	0.7
46	-46	1	3	-2.9
47	nt	-2	-5	nt
48	-10	0	2	12

# Copied from the list:
# For D2 antag, no. 46 shows -46
# For RXFP1 antagonist, no. 43 shows -21
# For TRHR enhancer, no. 41 shows 1
# For RXFP1 antagonist, no. 48 shows -4
# For D1 PAM, no. 42 shows 0

# (cont.)
nr	Structure	RXFP1 ag	RXFP1 antagonist	D2 potentiator	D1 PAM	D1 antagonist
49	COc1cc(OC)cc(-c2c(-c3ccc(F)cc3)c3cc(-c4ccc5[nH]ccc5c4)ccc3n2C)c1	2.4%	nt	6	2	nt
50	CC(=O)NCCc1nc2ccccc2n1CCCCOc1ccccc1	5.9%	9	1	1	7
51	CCOC(=O)Oc1ccc(/C=C2\N=C(C)OC2=O)cc1	-0.1%	-17	-9	3	-1
52	CN(C(=O)c1cc([N+](=O)[O-])ccc1NCc1cccnc1)c1ccccc1	-0.3%	13	1	2	3
53	Cn1c(C(=O)NCCCN2CCCCC2)cc2sccc21	3.1%	0	nt	-5	-1
54	Cc1cccc(C(=O)Nc2ccc(C(=O)N/N=C/c3cccnc3)cc2)c1	2.0%	-17	-2	6	-4
55	CC(=O)c1ccc(NC(=O)C2CCN(S(=O)(=O)c3cccs3)CC2)cc1	2.3%	-3	-5	-4	-8
56	C[C@@H]1CC=C[C@H]2[C@H]1C(=O)N(Cc1ccccc1)[C@H]2c1ccc(C(F)(F)F)cc1	0.0%	nt	8	0	24

nr	D2 antag	D1 agonist	TRHR enhancer	D2 ag
49	7	-1	-3	1.8
50	-18	1	1	2.2
51	-28	2	-6	0.5
52	-5	3	-6	0.5
53	nt	2	-4	nt
54	-5	4	-2	0.3
55	nt	10	-5	nt
56	9	2	4	0.3

# Compound activity as filed in PubChem.
